HTR5A inv ctr: inverse agonist of human HTR5A in OPRM1-OPRD1 counter-screen. P47898. HTR5A cell line, luminescence, inverse agonism. inhibition, % at 9.3 µM. hit rate 0.083% among 340,000. AID 504634; in the data active = inhibition mostly above about 23%, no sharp cut-off; inactive = mostly below about 18%;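 also: 0% = cells with DMSO and 100% = no-cell wells with DMSO; some compounds called inactive have numbers as strong as hits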
SR-BI DiI inh: inhibitors of mouse SR-BI mediated HDL lipid uptake; ldlA[mSR-BI] CHO cells, DiI-HDL uptake fluorescence, 3 h; inhibition, % at 12.5 µM; hit rate 0.96% among 320,000; AID 488896;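 active = mean replicate inhibition of at least 70% and a set share of replicates each scoring 70 or more; inconclusive = meets just one of the two criteria; inactive = fails both criteria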;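 also: 0% = median of neutral control wells and 100% = median of positive control wells; values of inactives mirror those of a sister screen read the other way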
dFosB activator: enhances mouse delta FosB homodimer DNA binding; P13346; purified delta FosB, TAMRA-CDK5 oligo fluorescence polarization; percent of positive-control signal above neutral wells; activation, % at 25 µM; hit rate 0.99% among 340,000; AID 493131;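 active = mean activation above about 17%, with every replicate also reaching it, limit read from the data, passing the limit was not always enough; inconclusive = only one of the two conditions met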;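 also: fluorescence polarization rise as delta FosB binds a TAMRA Cdk5 AP-1 oligo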
Target sequence (P13346 whole entry, looked up): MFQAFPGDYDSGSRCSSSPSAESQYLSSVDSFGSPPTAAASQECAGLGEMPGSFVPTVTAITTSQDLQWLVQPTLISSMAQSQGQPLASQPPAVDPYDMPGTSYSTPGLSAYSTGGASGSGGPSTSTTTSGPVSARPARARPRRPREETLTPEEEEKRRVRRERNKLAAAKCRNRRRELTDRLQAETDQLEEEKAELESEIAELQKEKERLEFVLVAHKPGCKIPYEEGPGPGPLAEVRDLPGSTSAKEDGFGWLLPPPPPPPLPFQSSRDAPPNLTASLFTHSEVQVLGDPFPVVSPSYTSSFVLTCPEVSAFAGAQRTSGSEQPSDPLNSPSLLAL
MITF TRPM1 HTS: activators of MITF-driven TRPM1 promoter activity in SK-MEL-5 cells; SK-MEL-5 TRPM1-promoter luciferase, 24 h; % of positive control, neutral wells = 0; activation, % at 12.5 µM; hit rate 0.75% among 300,000; AID 588334;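 active = mean activation of at least 80% with every replicate also reaching 80%; inconclusive = mean reaches 80% but some replicate falls short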;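 also: 0% = neutral control wells and 100% = parthenolide positive control wells; values of inactives mirror those of a sister screen read the other way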
HTR5A ag ctr: HTR5A agonism, opioid heterodimer counter-screen; HTR5A agonist assay, luminescence, cell-based; hit rate 0.61% among 340,000; P47898; activation, % at 9.3 µM; in the data active = activation mostly above about 9.5%, no sharp cut-off; inactive = mostly below about 7.6%;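 also: 0% = cells with vehicle only and 100% = reference agonist; strong numbers were not always called active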
CDK5 inh: inhibitors of human CDK5/p35 kinase; Recombinant CDK5/p35, ADP-Glo luminescence, 60 min; inhibition, % at 10 µM; hit rate 0.01% among 330,000;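 active = highest replicate inhibition of at least 50% and at least 75% of replicates reaching 50%; inconclusive = only one of the two criteria met; inactive = both criteria failed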;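 also: plate controls were DMSO neutral control for no effect and GW8510 at 10 µM for full effect; many of its hits are not listed in these tables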
Target sequence (Q00535 whole entry, looked up): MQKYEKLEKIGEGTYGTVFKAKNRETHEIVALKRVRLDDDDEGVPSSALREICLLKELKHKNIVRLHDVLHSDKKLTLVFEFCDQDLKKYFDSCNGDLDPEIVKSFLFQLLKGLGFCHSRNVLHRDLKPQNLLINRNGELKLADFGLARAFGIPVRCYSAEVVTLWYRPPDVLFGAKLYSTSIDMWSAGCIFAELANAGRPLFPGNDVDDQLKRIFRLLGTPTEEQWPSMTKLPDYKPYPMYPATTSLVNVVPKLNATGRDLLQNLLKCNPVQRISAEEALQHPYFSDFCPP
Target sequence (Q15078 whole entry, looked up): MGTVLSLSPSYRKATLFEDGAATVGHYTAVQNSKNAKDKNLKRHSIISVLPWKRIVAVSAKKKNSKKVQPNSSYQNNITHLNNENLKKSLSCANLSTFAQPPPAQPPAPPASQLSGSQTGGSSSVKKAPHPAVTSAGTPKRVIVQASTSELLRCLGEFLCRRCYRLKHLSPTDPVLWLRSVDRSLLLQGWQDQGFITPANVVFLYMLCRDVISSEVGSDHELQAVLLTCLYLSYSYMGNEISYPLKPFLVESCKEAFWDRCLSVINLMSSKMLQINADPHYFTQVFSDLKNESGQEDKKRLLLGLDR
V-ATPase pH: alters yeast V-ATPase proton transport. response, % at 10 µM. S. cerevisiae, pHLuorin cytosolic pH fluorescence. hit rate 0.37% among 350,000; in the data active = response mostly above about 7.3%, no sharp cut-off; inactive = mostly below about 5.4%; also: actives read high; inactives centre near 0; some compounds called inactive have numbers as strong as hits; reference of the scale not given here
Wnt act: activates Wnt/beta-catenin signaling in a reporter cell assay; activation, % at 9.35 µM; activator, plate reader; hit rate 1.2% among 300,000; in the data active = activation above about 30%, passing the limit was not always enough; inconclusive = no clear call, values can overlap the other calls;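 also: 0% = neutral control wells and 100% = positive control wells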
PvdQ inh: blocks Pseudomonas aeruginosa PvdQ acylase activity; purified PvdQ acylase, fluorescence plate reader; inhibition, % at 10 µM; hit rate 0.063% among 340,000; in the data active = inhibition above about 30%, passing the limit was not always enough; inconclusive = no clear call, values can overlap the other calls;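 also: 0% = vehicle neutral wells and 100% = reference inhibitor wells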
NSD2 inh: inhibitors of human histone methyltransferase NSD2. NSD2 peptide methylation, AlphaScreen, 120 min. AID 743445. hit rate 0.54% among 310,000. inhibition, % at 12.5 µM; in the data active = inhibition above about 50%
* marks the source's active call; other numbers are inactive results; ? = inconclusive; nt = not tested or not shown.

SMILES	HTR5A inv ctr	SR-BI DiI inh	dFosB activator	MITF TRPM1 HTS	HTR5A ag ctr	CDK5 inh	V-ATPase pH	Wnt act	PvdQ inh	NSD2 inh
COc1ccc(-c2ccc(=O)n(CC(=O)NCC3COCCO3)n2)cc1 (stereo not drawn)	26	-25	-3	-1	-10	0.4	-1	-1	-4	nt
CCOC(=O)N1CCC(NS(=O)(=O)c2ccc(C)cc2)CC1	nt	-23	-2	nt	nt	-0.6	2	0	-8	-3
O=C(Cn1ncc2c(=O)oc3ccccc3c21)N1CCCN(Cc2ccccc2F)C1	-17	-11	-7	-8	2	0.7	2	-3	-4	nt
O=C(CN1CCN(S(=O)(=O)c2ccc(Cl)cc2)CC1)Nc1ccc(N2CCOCC2)cc1	-12	-15	-4	5	-3	1.3	3	0	-7	20
COc1cc(CC(NC(C)=O)C(=O)NC2CCN(C(=O)Nc3ccccc3C)CC2)cc(OC)c1 (stereo not drawn)	12	-1	-8	3	3	-0.7	0	-7	-10	1
COc1ccc(N(CC(=O)N2CCN(c3ccc(Cl)cc3)CC2)S(=O)(=O)c2c(C)n[nH]c2C)cc1	1	-3	77*	-14	1	1.0	7.4*	-2	9	-1
COCCNC(=S)N(CCc1c(C)[nH]c2ccc(F)cc12)Cc1cccnc1	-7	19	-6	-12	2	2.1	-2	0	9	2
CSc1ncccc1-c1nc2ccccc2[nH]1	-13	-6	-3	24	0	-0.9	4	17	-11	nt
COc1ccccc1C(=O)NCCC(=O)Nc1ccc(S(=O)(=O)N2CCC(C)CC2)cc1	13	30	-9	7	-5	-0.2	0	5	-3	-2
O=C1Nc2cccnc2Sc2ccccc21	-30	-17	3	-2	12	-3.9	2	nt	-14	nt
COc1ccc(NC(=O)C2CC(=O)N(c3cccc(C)c3C)C2)cc1 (stereo not drawn)	-6	5	2	nt	0	1.1	-5	nt	3	0
c1ccc(Cn2nnc3c(N4CCCCCC4)ncnc32)cc1	-14	-20	-9	nt	5	-0.1	0	-5	7	nt
Cc1onc(-c2ccccc2)c1C(=O)Nc1sccc1C#N	-21	3	1	-7	7	1.9	1	-4	-7	-2
CCc1cc(=O)oc2cc(OCC(=O)NCc3ccccn3)ccc12	0	1	-11	5	0	-1.9	1	0	-12	-3
COc1ccc(C2C(C#N)=C(C)NC3=C2S(=O)(=O)c2ccccc23)cc1 (stereo not drawn)	-4	36	1	1	-2	2.2	-6	nt	-5	1
O=C(c1ccco1)c1cn(CC(=O)N2CCCC2)c2ccccc12	3	5	-3	1	-5	-1.3	-1	0	-13	4
Cc1cc(=O)n2[nH]c(-c3ccco3)nc2n1	-25	-1	0	-1	0	-0.3	1	nt	-4	68*
O=C(Nc1ccc(S(=O)(=O)N2CCOCC2)cc1)c1cccc(Br)c1	1	-3	-7	-2	2	0.2	2	0	9	-1
CC(OC(=O)C1CC=CCC1C(N)=O)C(Cl)=C(Cl)Cl (stereo not drawn)	-6	-6	2	5	3	0.7	-1	nt	-7	0
O=C(CSc1nnc(-c2ccco2)n1CC1CCCO1)c1ccccc1 (stereo not drawn)	5	8	-6	6	-1	0.1	-1	nt	-16	5
COc1ccc(-c2cc(C(=O)N3CCc4ccccc4C3)no2)cc1OC	-6	13	-14	-9	6	-2.0	-2	-4	-14	1
CCN(CC)S(=O)(=O)c1ccc(-c2nnc(SCC(=O)c3ccc(OC)cc3)o2)cc1	0	52	-18	-13	-5	1.1	nt	1	-6	-1
CCOC(=O)C1CCN(C(=O)Nc2ccc3nc(C)c(C)nc3c2)CC1	-8	13	-7	10	-8	0.2	0	nt	2	-2
COC(=O)c1ccccc1S(=O)(=O)NNC(=O)c1ccccc1-n1cccc1	-4	-11	-6	-5	2	-1.2	0	-1	24	2
COc1ccc2nc(NC(=O)Cc3cccs3)sc2c1	0	8	0	53	-4	0.8	nt	nt	1	1

Grouped by structure: the entries above containing a halogen (six)
SMILES	HTR5A inv ctr	SR-BI DiI inh	dFosB activator	MITF TRPM1 HTS	HTR5A ag ctr	CDK5 inh	V-ATPase pH	Wnt act	PvdQ inh	NSD2 inh
O=C(Cn1ncc2c(=O)oc3ccccc3c21)N1CCCN(Cc2ccccc2F)C1	-17	-11	-7	-8	2	0.7	2	-3	-4	nt
O=C(CN1CCN(S(=O)(=O)c2ccc(Cl)cc2)CC1)Nc1ccc(N2CCOCC2)cc1	-12	-15	-4	5	-3	1.3	3	0	-7	20
COc1ccc(N(CC(=O)N2CCN(c3ccc(Cl)cc3)CC2)S(=O)(=O)c2c(C)n[nH]c2C)cc1	1	-3	77*	-14	1	1.0	7.4*	-2	9	-1
COCCNC(=S)N(CCc1c(C)[nH]c2ccc(F)cc12)Cc1cccnc1	-7	19	-6	-12	2	2.1	-2	0	9	2
O=C(Nc1ccc(S(=O)(=O)N2CCOCC2)cc1)c1cccc(Br)c1	1	-3	-7	-2	2	0.2	2	0	9	-1
CC(OC(=O)C1CC=CCC1C(N)=O)C(Cl)=C(Cl)Cl (stereo not drawn)	-6	-6	2	5	3	0.7	-1	nt	-7	0

Additional entries follow:
SMILES	HTR5A inv ctr	SR-BI DiI inh	dFosB activator	MITF TRPM1 HTS	HTR5A ag ctr	CDK5 inh	V-ATPase pH	Wnt act	PvdQ inh	NSD2 inh
CCc1ccc(N2C(=O)C(Cl)=C(Nc3ccc(C(=O)N4CCCC4)cc3)C2=O)cc1	-2	53	-10	28	0	0.3	-1	nt	-13	-3
CCC(=O)OCC(=O)Nc1cc(S(=O)(=O)N(C)C)ccc1Cl	-4	-17	5	-1	1	-0.4	2	0	-5	-2
CN1CC(=O)NC1=NC(=O)c1cc(F)c(F)cc1Cl	0	-5	-2	-4	-3	1.6	4	nt	6	0
Cc1ccc2nc(-c3ccsc3)c(NC3CCCC3)n2c1	-6	29	1	13	2	-1.0	-3	11	-4	-1
Cc1ccc(S(=O)(=O)N2CCC3(CC2)OCCO3)c(C)c1	-2	-8	0	-8	1	-0.9	-2	1	7	-6
CCCCCCC(NC(=O)Cc1ccc2ccccc2c1)C(=O)O (stereo not drawn)	5	-16	0	8	-1	-0.1	2	-4	-3	nt
Cc1cccc(N(C(=O)CNC(=O)c2ccco2)C(C(=O)NC2CCCC2)c2cccnc2)c1 (stereo not drawn)	-1	-7	-4	nt	0	-1.4	0	nt	-14	0
COc1ccc(NC(=O)c2cnc(SC)nc2)cc1	-3	-17	3	nt	1	0.3	6	22	-1	-3
COc1ccc(-c2ccnc3nc(N4CCN(c5ccccc5)CC4)nn23)cc1	16	45	-11	-2	-7	-1.6	-3	nt	-4	-1
Cc1c(OCC(=O)N(C)C)ccc2c3c(c(=O)oc12)CCCCC3	-11	19	-8	15	0	1.2	1	nt	-9	0
O=C(c1ccc([N+](=O)[O-])c(CS(=O)(=O)c2ccc(Cl)cc2)c1)N1CCCCC1	4	54	1	15	-2	0.5	4	-3	-4	0
CN(CC(=O)Nc1ccccc1Br)C(=O)COc1ccc2ccccc2c1	-6	-17	-12	-15	2	0.2	1	1	-10	-4
Cc1ccc(C(=O)c2c3ccc(C(F)(F)F)cc3[n+]([O-])n2CCCN)cc1	8	3	-7	-13	-1	0.6	-3	11	-1	nt
CCOC(=O)C1CCN(C(=O)CNC(=O)OC(C)(C)C)CC1	9	-6	-6	nt	0	-0.3	0	-1	-13	-2
Cc1nc(C)n(CC(=O)c2ccc(Cl)cc2Cl)n1	-8	nt	-6	nt	1	0.6	-2	5	-3	0
Cc1ccccc1-n1c(C)nnc1SCc1nc2ccccc2s1	-11	1	-8	26	5	2.7	-1	20	-13	-1
O=C(NN=C1CCCCCC1)c1ccc2c(c1)OCO2	-11	-6	-1	19	3	-1.4	-3	-7	-19	0
O=C(Cc1ccc(Cl)cc1)Nc1ccc(-c2cc3ccccc3oc2=O)c(Cl)c1	-8	61	-8	-8	4	0.3	1	-7	15	-4
CCN(C(=O)CSc1ncn[nH]1)C1CCCCC1	8	-23	1	-4	-2	-3.6	3	nt	-16	7
CCOc1ccccc1NC(=O)CN1C(=O)COc2ccc(Cl)cc21	6	60	-1	4	-2	-0.1	3	0	13	nt
CCOc1cc(/C=N/NC(=O)C(O)(c2ccccc2)c2ccccc2)ccc1OC(=O)c1ccco1	15	27	2	0	5	-1.8	0	-2	-12	-1
COc1ccc(-n2c3c(cc(C#N)c2=O)C(=O)CCC3)cc1	0	0	2	10	0	0.9	6	-2	1	-3
COc1ccc(C)cc1S(=O)(=O)N(C)CC(=O)NC1CCCCC1	3	8	-4	0	-2	-2.1	-4	-3	-2	0
C/C(=N\N1CCN(c2ccc(Cl)cc2)CC1)c1cccs1	11	6	-2	-8	-2	-1.3	-2	nt	-14	6
Cc1cccc2[nH]c(-c3ccc(NC(=O)c4ccco4)cc3)nc12	-18	35	8	49	4	1.0	1	nt	-13	-1
SMILES	HTR5A inv ctr	SR-BI DiI inh	dFosB activator	MITF TRPM1 HTS	HTR5A ag ctr	CDK5 inh	V-ATPase pH	Wnt act	PvdQ inh	NSD2 inh
S=C1NCCOCCOCCOCCNC(=S)NCCOCCOCCOCCN1	12	-7	1	10	8	0.5	-4	11	-7	2
CCOC(=O)[C@@H]1[C@H]2COc3ccc(Br)cc3[C@@H]2N2C(=O)N(c3ccc(F)cc3)C(=O)[C@]12C	-11	-1	6	4	4	-0.3	0	-1	1	nt
CCOC(=O)C1(Cc2cccc(Cl)c2)CCCN(C(=O)CCOC)C1 (stereo not drawn)	12	-20	-14	7	-1	-0.5	0	0	-5	nt
O=C(CN1CCN(c2ccccc2O)CC1)Nc1ccc2c(c1)CCC2	2	34	-4	-2	-1	-2.0	-3	-3	1	2
CC(=O)c1cnc2cc(-c3ccc(C)cc3)nn2c1C	-11	14	-9	?	-3	-0.7	-4	nt	-11	nt
Clc1ccccc1C(c1nnnn1Cc1ccco1)N1CCN(Cc2ccco2)CC1 (stereo not drawn)	6	13	-8	-2	-2	0.7	-2	-7	-14	-2
Brc1ccc(-c2noc3c2-c2nc(-c4ccccc4)sc2CC3)cc1	-14	9	-2	8	1	-0.8	0	-2	-4	nt
Cc1ccc(CN2CCN(/N=C/c3cc([N+](=O)[O-])ccc3Cl)CC2)cc1	-20	-15	7	-2	7	-0.3	2	-2	-13	9
O=C(c1ccccn1)N(c1ccccc1)C1(C(=O)NC2CCCCC2)CCCCC1	-6	-30	-5	-7	2	-0.6	0	0	-10	5
CCN(CCn1cccn1)C(=O)CC1C(=O)NCCN1Cc1cc(OC)cc(OC)c1 (stereo not drawn)	1	-20	-12	2	0	0.3	0	-1	0	1

Compound activity as filed in PubChem.
